Screens (PubChem BioAssay)
Autophagy HCS: alters autophagy in cells. 190,000 compounds, 0.98% hits. MEF GFP-LC3 puncta imaging; test concentration mostly 10 µM. calls only at 10 µM (by protocol). AID 463193;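 active = percentage of spot-positive cells more than 3 SD above its plate mean, without a fluorescence outlier flag or 80% toxicity; inconclusive = no clear call, values can overlap the other calls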;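 also: spot-positive cell cutoff set from DMSO-treated cells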
CSM14.1 death rescue: rescue of cells from ER stress-induced death, primary screen, 384-well, CSM14.1, thapsigargin, ATP luminescence (AID 1222); CSM14.1 thapsigargin-induced death rescue, ATP luminescence; higher % means a stronger effect; cellular ATP content (survival), % at 20 µM; hits with a dose series show EC50 in µM; 190,000 tested, under 10 active;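 active = EC50 below 50 µM in the dose-response confirmation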;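 also: death triggered by thapsigargin at about 15 µM added after 2 h compound pretreatment; cell ATP read after overnight thapsigargin exposure of roughly 18 to 22 hours; normalized against plate controls of thapsigargin alone and 5% DMSO vehicle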
Dynein cargo inh: dynein cargo transport inhibition; 3617.4 mouse cells, GR-EGFP nuclear translocation imaging; test concentration mostly 20 µM; stimulated with dexamethasone, 1 µM; stronger effect = lower value; z-score, hits read low; 220,000 compounds, 0.47% hits;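 active = plate z-score of nuclear minus cytoplasmic receptor signal below a set negative limit, without overly bright fluorescence or cell loss, cut at about -3.5 in these data, passing the limit was not always enough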;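 also: z-score of nuclear minus cytoplasmic ring GR-EGFP intensity difference per well; some compounds called inactive have numbers as strong as hits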
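Also added: dexamethasone, 1.0 µM final. Medium: tet-free, stripped-serum medium. Detection: fixed, Hoechst-stained cells imaged at 10x for EGFP. Read-out: nuclear-to-cytoplasmic GR-EGFP distribution per well. Times: induction 48 h, compound 1 h, agonist 30 min.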
Ins promoter up: MIN6 insulin promoter up-regulation; MIN6 insulin promoter-GFP reporter, high-content imaging; stronger effect = higher value; 190,000 compounds, 0.3% hits; z-score at 5 µM; AID 1625;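 active = z-score above 3 at 5 µM with at least 500 cells counted in the well; inconclusive = wells under 500 cells, flagged as cytotoxic or low count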
Lipid droplet: modulators of hepatic lipid droplet formation | AML12 mouse hepatocytes, oleate lipid droplets, BODIPY imaging | inhibition, % at 6.5 µM | 240,000 compounds, 0.4% hits;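 active = lipid droplet intensity inhibited by at least 50%, with more than 500 cells counted; inconclusive = wells with under 300 cells, treated as cytotoxic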
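Test system: AML12 mouse liver cells; schedule: overnight exposure; technique: high-content imaging of BODIPY-stained droplets and DAPI nuclei; read-out: % inhibition of corrected integrated BODIPY droplet signal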
b-catenin transl: alters nuclear translocation of beta-catenin in HeLa cells | immunofluorescence imaging | nuclear translocation activity, % at 5 µM | 190,000 compounds, 0.3% hits | AID 1665;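 active = nuclear translocation activity above 50% at 5 µM, with a well cell count of 50 or more; inconclusive = wells under 50 cells across six images, flagged as toxic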;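 also: per-cell ratio of nuclear to cytoplasmic median beta-catenin stain intensity; plate controls were DMSO negative control for no effect and GSK-3 inhibitor IX positive control for full effect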
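System: HeLa cells, endogenous beta-catenin; compound dosing: 5 µM primary single dose, 0.1% DMSO, 0.02–20 µM confirmation series; incubation: 24 h compound exposure at 37°C, 5% CO2; signal: beta-catenin immunofluorescence imaging with DAPI; evaluation: % activation, nuclear-to-cytoplasmic median beta-catenin signal ratio per cell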
Salmonella PhoP GFP: inhibitors of PhoP regulon expression, primary screen, Salmonella Typhimurium, GFP reporter (AID 1863); 300,000 compounds, 0.16% hits; inhibition, % at 50 µM; hits with a dose series show IC50 in µM; S. Typhimurium PhoP-regulated promoter GFP reporter, 4 h; higher % means a stronger effect;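 active = inhibition over 29.93%, a cutoff 3 SD above the screen mean, later confirmed by dose response; inconclusive = inhibition over 29.93% but no dose response follow-up; inactive = inhibition at most 29.93% or unconfirmed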;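 also: 0% = low Mg2+ inducing control and 100% = high Mg2+ repressing control; strong numbers were not always called active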
MT stabilizer: stabilizes microtubules in HeLa cells | HeLa tubulin immunostaining HCS, 24 h; share of cells brighter than vehicle mean+2SD | % tubulin-high responders, % at 10 µM | 200,000 compounds, 0.83% hits;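 active = plate Z-score above 3 for both tubulin-high and condensed-nucleus cell shares, with cell loss under 80%, at 10 µM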;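 also: anti alpha tubulin signal scored within the nucleus-defined area of each cell; some results filed as inactive read as strong as hits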
T cell modulator: T cell immune modulators affecting CD8 T cell-vesicle binding; 330,000 compounds, 0.068% hits; calls only at 7 µM; 2C CD8+ T cell-vesicle binding, flow cytometry; stronger effect = lower value; AID 2052;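 active = response, share of CD8 T cells binding vesicles, and their 90th percentile fluorescence all below set limits, cut at about 80% in these data, passing the limit was not always enough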
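Material: murine 2C transgenic CD8+ T lymphocytes / Also added: QL9-peptide-loaded Drosophila micro-vesicles bearing Ld, ICAM-1 and B7-1 / Schedule: binding step 1.5 h, 37 °C, antibody labelling 20 min, ice / Signal: flow cytometry, PE anti-B7-1 (FL2) versus Alexa647 anti-CD8 (FL8), PFA-fixed / Evaluation: percent CD8+ FL2 mean versus row control / Benchmarks: naked versus QL9-loaded vesicles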
Dynein cargo inh cytoplasmic EGFP: recorded beside Dynein cargo inh, whose call it bears; z-score; measured here: cytoplasmic GR-EGFP intensity; stronger effect = higher value
Dynein cargo inh nuclear GR-EGFP: second read-out of Dynein cargo inh, no call of its own (marks repeat the call); z-score; measured here: nuclear GR-EGFP intensity;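 lower value marks the stronger effect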
Dynein cargo inh cell count: also measured in Dynein cargo inh; calls as there; z-score; measured here: cell count per field
Ins promoter up cell count: second read-out of Ins promoter up, no call of its own (marks repeat the call); cell count; measured here: cytotoxicity, nuclei count;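 total cells summed across four imaged fields per well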
Lipid droplet cells 6.5 µM: also measured in Lipid droplet; calls as there; cell count; measured here: cell count, cytotoxicity flag;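 cells counted across two imaged fields per well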
b-catenin transl cell count 5 µM: further read-out of b-catenin transl, marked with its call; cell count; measured here: cell count, cytotoxicity flag
T cell modulator vesicle-bound %: further read-out of T cell modulator, marked with its call; double positive events, %; measured here: CD8+ vesicle-bound cell fraction;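 binding gate set so that unloaded-vesicle control wells show 10% double positive cells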
MT stabilizer Hoechst-high %: second read-out of MT stabilizer, no call of its own (marks repeat the call); % Hoechst-high responders; measured here: nuclear condensation Hoechst responders;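 share of cells brighter than vehicle mean plus two SD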
MT stabilizer cytotoxicity %: second read-out of MT stabilizer, no call of its own (marks repeat the call); toxicity, %; measured here: cytotoxicity by cell density;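 0% = mean cell density of plate MIN control wells and 100% = no cells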
Autophagy HCS cell loss 18 h: recorded beside Autophagy HCS, whose call it bears; toxicity, %; measured here: cell loss, nuclei count;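 cell loss after 18 h compound exposure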
* hit, by the source's call; i = inactive; u = inconclusive; x = no result given; & = joins results of further samples. This is a subset; rates above refer to the full screens.

SMILES	Autophagy HCS	Autophagy HCS cell loss 18 h	CSM14.1 death rescue	Dynein cargo inh	Dynein cargo inh cytoplasmic EGFP	Dynein cargo inh nuclear GR-EGFP	Dynein cargo inh cell count	Ins promoter up	Ins promoter up cell count	Lipid droplet	Lipid droplet cells 6.5 µM	b-catenin transl	b-catenin transl cell count 5 µM	Salmonella PhoP GFP	MT stabilizer	MT stabilizer Hoechst-high %	MT stabilizer cytotoxicity %	T cell modulator	T cell modulator vesicle-bound %
O=C1CC2OCC=C3CN4CCC56c7cc([N+](=O)[O-])ccc7N1C5C2C3CC46 (configuration not stated)	i	-15	0.0%	0.92	-0.15	0.5	0.15	x	x	3	678	-4.9	1088	-5%	2.4	2.7	9.7	i	32
O=C1C2CCCN2C(c2ccccc2)N1c1ccccn1 (configuration not stated)	i	-4	0.3%	2.2	0.038	1.3	-1	-0.04	1405	x	x	1.2	1436	-4%	7.7	2.5	3.4	i	20
CC1(C)C(C(=O)NN2C(=O)c3ccccc3C2=O)C1(C)C	i	-17	-0.2%	-0.21	-0.065	0.29	0.95	0.18	1033	-10	782	-7.3	1238	-8%	2.7	1.1	3.5	i	33
Cc1cccc(-c2nc3ccccc3c(=O)n2-n2cccc2)c1	i	-4	0.5%	-0.92	-0.21	-0.45	2	0.8	1256	-2	756	-3.9	1188	-7%	3.5	2.0	4.3	i	38
CCCCCCNC(=O)N[C@H](Cc1ccc(O)cc1)C(=O)NCCC[C@H]1CN2C(=NC[C@H]2CCC)N1CC1CCC1	x	x	x	0.98	-0.75	0.63	-0.81	0.05	648	-14	677	3.9	925	5%	x	x	x	i	36
O=c1[nH]c(O)c(C=Nc2ccccc2[N+](=O)[O-])c(=O)[nH]1	i	16	-0.3%	0.2	-0.099	-0.12	0.26	-0.32	1060	-5	621	-2.2	997	3%	2.4	2.0	11	i	29
O=C(c1cccs1)N1C2CCC1CC(O)(c1cccnc1)C2 (configuration not stated)	i	21	-0.5%	2.1	-0.27	0.47	-0.3	-0.85	1179	x	x	-0.8	765	4%	4.9	2.9	16	i	55
Cn1c2ccccc2c2cnn(CC(=O)N3CCC4(CC3)OCCO4)c(=O)c21	i	-17	-1.0%	-0.72	0.83	-0.051	0.13	-0.15	901	-15	766	x	x	6%	2.6	1.9	13	i	41
COc1cccc(C2C([N+](=O)[O-])=C(N)Oc3c2c(=O)oc2ccccc32)c1 (configuration not stated)	i	31	3.5%	1.1	-0.22	1.1	0.58	-0.71	897	-12	758	-5.0	1237	-7%	2.0	1.1	6.9	i	4
O=C1C=C2C=C[C@H]3C[C@]2(O1)[C@@H]1CCCCN13	i	-2	5.6%	-1.1	-0.23	-0.11	0.48	1.5	1188	-23	777	x	x	-2%	5.9	5.0	4.9	x	x
O=c1c2ccccc2nc(Cc2ccccc2)n1-c1ccccc1O	x	x	x	0.29	-0.2	0.062	-0.54	-0.75	1291	-4	729	-0.2	1279	-9%	x	x	x	i	26
O=C1Nc2ccccc2/C1=C/c1nc2ccccc2c(=O)n1-c1ccc(O)cc1	x	x	x	-0.58	-0.18	-0.21	0.2	x	x	15	736	-0.1	1312	-9%	x	x	x	i	44
O=S(=O)(c1ccccc1)N1CC1c1ccccc1 (configuration not stated)	i	-20	-0.8%	0.031	-0.31	-0.19	0.57	-0.24	1207	-3	707	-0.7	979	7%	5.1	2.0	7.5	i	15
COP(=O)(OC)C1(O)C(=O)Nc2ccc(Br)cc21 (configuration not stated)	i	-3	0.7%	-1	-0.32	-0.81	1.2	x	x	-4	419	-0.9	970	-6%	1.8	2.9	9.0	i	20
O=P(NC(c1ccccc1)c1ccccc1)(Oc1ccccc1)Oc1ccccc1	i	31	0.4%	0.75	-0.27	0.16	-0.66	0.64	1287	-36	726	-3.3	570	7%	4.3	1.6	10.0	i	7
CN1CCc2nc3ccc(F)cc3c(C(N)=O)c2C1	i	43	1.4%	0.19	-0.24	-0.17	0.57	x	x	x	x	x	x	28%	1.1	2.1	7.3	i	32
CCC(COC(=O)c1cc(OC)c(OC)c(OC)c1)(c1ccccc1)N(C)C (configuration not stated)	i	-60	-2.4%	-0.92	-0.13	0.13	-0.041	x	x	24	694	x	x	-1%&-6%&4%	2.5	1.7	7.7	i	12&20&49
O=C1CCN(C(=O)CCCn2c(=O)oc3ccccc32)CC1	i	18	x	-0.4	-0.28	0.074	0.01	0.05	1427	5	725	-1.2	1074	4%	2.4	2.3	6.5	i	33
Fc1ccccc1N1CCN(Cc2c(F)cccc2F)CC1	i	30	-1.6%	-0.61	-0.033	-0.63	2.6	0.43	1192	0	705	-0.5	940	1%	4.5	2.2	2.5	i	12
Cc1cc(NC(=O)COC(=O)c2c(C)nn(Cc3ccccc3Cl)c2Cl)no1	i	-4	-0.8%	-0.24	-0.21	-0.13	0.32	-0.61	731	1	762	-3.9	1112	-5%	1.8	1.8	11	i	18
CCC(=NCCc1ccccc1)c1c(O)n(C)c(=O)n(C)c1=O	x	x	x	0.014	-0.22	-0.035	0.35	-0.52	1062	13	742	1.4	1329	-3%	x	x	x	i	55
Cc1nc2ccc(N3CCN(C)CC3)cc2nc1C	i	0	0.6%	0.63	-0.25	0.49	-1.1	0.1	1459	19	707	-4.1	1102	5%	1.8	1.8	3.2	i	54
COc1ccccc1CN1CCN(Cc2ccc(Cl)cc2)CC1	i	10	-0.4%	1	-0.14	0.25	0.13	x	x	3	723	-5.4	1079	12%	3.2	1.0	5.1	i	60
CCC(C)NC(=O)c1c(N)n(CC2CCCO2)c2nc3ccccc3nc12 (configuration not stated)	i	-35	2.9%	0.82	-0.084	1	-0.58	-0.69	1391	x	x	-6.4	985	-3%	2.7	2.5	15	i	20
C1=C(c2c[nH]c3ccccc23)CCNC1	u	x	1.0%	-2.8	25	4.8	0.071	2.3	1263	x	x	-0.2	1147	-3%	4.1	2.1	1.2	i	30
SMILES	Autophagy HCS	Autophagy HCS cell loss 18 h	CSM14.1 death rescue	Dynein cargo inh	Dynein cargo inh cytoplasmic EGFP	Dynein cargo inh nuclear GR-EGFP	Dynein cargo inh cell count	Ins promoter up	Ins promoter up cell count	Lipid droplet	Lipid droplet cells 6.5 µM	b-catenin transl	b-catenin transl cell count 5 µM	Salmonella PhoP GFP	MT stabilizer	MT stabilizer Hoechst-high %	MT stabilizer cytotoxicity %	T cell modulator	T cell modulator vesicle-bound %
O=C1NC(=O)C(=Cc2cn(CCOc3ccc4c(c3)OCO4)c3ccccc23)C(=O)N1	i	-7	-0.9%	-0.43	2.7	0.34	-0.19	2.5	796	-6	787	x	x	-41%	2.1	2.5	2.2	i	32
Nc1c(C(=O)NCCCc2ccccc2)c2nc3ccccc3nc2n1Cc1cccs1	i	19	-1.7%	0.11	-0.24	0.21	-0.12	-1.1	683	1	752	0.3	1153	-10%	11	2.2	7.4	i	27
CCOC(C(=O)OCC(O)CN(CC)CC)(c1ccccc1)c1ccccc1 (configuration not stated)	i	17	2.4%	2.3	-0.093	2.4	-2.7	-0.25	1322	x	x	-0.1	950	0%	2.0	2.0	14	i	40
Cc1ccc(/C=C2\C(=O)NC(=O)N(CC3CCCO3)C2=O)s1 (configuration not stated)	x	x	x	-0.82	-0.18	-0.43	0.78	0.59	1142	-6	690	-0.1	1301	5%	x	x	x	i	50
OC12ONC(c3ccccn3)C1N1CCC2CC1 (configuration not stated)	i	-9	-0.9%	-0.74	-0.29	-0.66	0.47	-0.11	1141	0	673	1.5	509	-13%	3.1	2.2	5.1	i	56
Cc1ccc(S(=O)(=O)Cc2ccc(C(=O)N3CCC4(CC3)OCCO4)o2)cc1	i	1	-2.4%	0.062	-0.28	-0.048	0.64	0.92	1849	-6	628	-1.0	1004	0%	3.3	1.8	6.7	i	54
CN1C2c3ccccc3C3C4c5ccccc5C(C31)C(C2[N+](=O)[O-])N4C (configuration not stated)	x	x	x	-0.12	-0.27	-0.084	0.24	-0.52	1321	-10	825	1.6	1278	-1%	x	x	x	i	38
CCN1C(=O)C(=Cc2ccc(N3CCOCC3)o2)C(=O)N(CC)C1=S	x	x	x	-1.4	-0.17	-0.7	1	0.91	1077	1	670	0.8	1232	-19%	x	x	x	i	25
CCOC(=O)N(CC)c1ccc(C(O)(C(=O)OCC)C(F)(F)F)cc1 (configuration not stated)	i	-12	0.8%	0.44	-0.094	0.66	-0.094	-0.02	1256	x	x	-7.1	1036	-12%	2.6	2.7	4.2	i	46
c1cc(C2N3CCCN2CC3)ccn1 (configuration not stated)	x	x	x	0.26	-0.28	0.73	-0.71	0.14	983	5	404	-0.1	1347	-2%	x	x	x	i	23
O=c1[nH]c(CN2CCNCC2)nc2ccccc12	i	31	-0.8%	-1.3	-0.22	-0.5	0.67	0.25	933	18	830	x	x	-4%	1.4	1.2	6.4	i	12
